DAX1 inh-1 – DAX1 (NR0B1) inhibitors on StAR promoter, primary screen, cell-based, luminescence, SF-1 (NR5A1), full-length DAX-1; inhibition, % at 6.8 µM; actives 1.1% (n = 370,000); HEK293T StAR-luciferase reporter, SF-1/DAX-1 repression relief; AID 652010, 2013;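 active means inhibition above the mean over all tested compounds plus 3 SD, cut at about 3.6% in these data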;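 further: 0% = DAX-1 cells with DMSO and 100% = cells lacking DAX-1 with DMSO; higher inhibition means more luminescence from relief of DAX-1 repression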
DAX1 inh-2 – DAX1 (NR0B1) inhibitors, primary screen, cell-based, HEK293, Gal4-DAX1, luciferase luminescence; Nuclear receptor subfamily 0 group B member 1 (Homo sapiens), P51843; HEK293 Gal4-DAX1 luciferase reporter; inhibition, % at 6.75 µM; actives 0.99% (n = 340,000); AID 504766, 2011;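 active means inhibition above the mean over all tested compounds plus 3 SD, cut at about 4.2% in these data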;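 further: 0% = DAX1-transfected cells with DMSO and 100% = empty-vector control cells with DMSO; inhibition shows as a rise in luminescence from relieved DAX1 repression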
Target sequence (P51843 207-470 limits assumed): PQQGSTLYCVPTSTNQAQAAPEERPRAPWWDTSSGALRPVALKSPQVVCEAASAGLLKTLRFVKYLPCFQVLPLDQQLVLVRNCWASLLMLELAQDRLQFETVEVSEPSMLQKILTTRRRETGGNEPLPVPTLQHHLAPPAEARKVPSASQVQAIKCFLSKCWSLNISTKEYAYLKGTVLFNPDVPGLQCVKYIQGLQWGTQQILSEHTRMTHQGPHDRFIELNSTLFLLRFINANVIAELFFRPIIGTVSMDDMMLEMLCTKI
Rev-erbA mod – modulators of Rev-erb alpha DNA binding, primary screen, biochemical, FITC-DNA, fluorescence polarization, uHTS; Rev-erbα–FITC-DNA binding, 90 min; activity, % at 10 µM; actives 0.79% (n = 370,000); AID 1259318, 2017;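 active means activity above about 14%, limit read from the data; passing the limit was not always enough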;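 further: 0% = DMSO wells with 35 nM protein and 100% = DMSO wells with 750 nM protein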
FXN GAA850 act – FXN promoter activators, primary screen, cell-based, luciferase luminescence, HEK293 lucGAA850. actives 0.56% (n = 360,000). HEK293 lucGAA850 FXN promoter luciferase reporter, 24 h; percent of 10 µM SAHA response. activation, % at 6 µM. AID 540364, 2011;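 active means activation above the average of all compounds screened plus 3 SD, cutoff fixed separately per campaign, cut at about 7.5% in these data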;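 further: 0% = DMSO wells and 100% = 10 µM SAHA wells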
SMARCA2 activ – SMARCA2 (BRM) function activators, primary screen, cell-based, luminescence, high throughput. activation, % at 9.1 µM. MG213 cells, MMTV-luciferase reporter, dexamethasone, overnight. actives 1% (n = 370,000); in the data active means activation above about 7.8%;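 further: 0% = vehicle wells and 100% = reference activator wells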
HGIII-sPLA2 inh – human group III sPLA2 inhibitors, primary screen, biochemical, QFRET, BODIPY PC-A2 liposome substrate | inhibition, % at 12.2 µM | AID 743126, 2013 | QFRET BODIPY PC-A2 liposome hydrolysis, fluorescence | actives 0.56% (n = 370,000) | Group 3 secretory phospholipase A2 (Homo sapiens), Q9NZ20;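 active means inhibition above mean plus 3 SD of compounds lying within the high and low control bounds, cut at about 19% in these data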;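 further: 0% = median of test compound wells and 100% = no enzyme DMSO wells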
Target sequence (Q9NZ20 whole entry, looked up): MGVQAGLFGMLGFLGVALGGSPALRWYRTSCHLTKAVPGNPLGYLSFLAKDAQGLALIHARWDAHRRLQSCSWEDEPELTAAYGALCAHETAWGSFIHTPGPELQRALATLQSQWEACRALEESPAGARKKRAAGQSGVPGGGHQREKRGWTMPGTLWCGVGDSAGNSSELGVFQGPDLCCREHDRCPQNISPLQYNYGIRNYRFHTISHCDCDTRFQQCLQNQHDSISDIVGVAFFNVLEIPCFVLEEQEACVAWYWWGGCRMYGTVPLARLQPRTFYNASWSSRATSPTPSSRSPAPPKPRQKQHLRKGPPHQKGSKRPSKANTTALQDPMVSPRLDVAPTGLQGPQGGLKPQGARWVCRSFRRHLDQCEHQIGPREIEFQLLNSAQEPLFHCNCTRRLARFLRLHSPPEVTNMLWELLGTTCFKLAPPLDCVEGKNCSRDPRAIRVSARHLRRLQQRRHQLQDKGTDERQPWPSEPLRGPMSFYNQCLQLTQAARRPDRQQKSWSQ
PLC-beta3 inh – human PLC-beta3 inhibitors, primary screen, biochemical, fluorescence | Purified PLC-beta3, fluorogenic substrate | inhibition, % at 12.2 µM | actives 0.18% (n = 370,000) | 1-phosphatidylinositol 4,5-bisphosphate phosphodiesterase beta-3 (Homo sapiens), Q01970; in the data active means inhibition above about 11%;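 further: 0% = median of compound wells on plate and 100% = full blocker control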
hgDAF-12 ag – H. glycines DAF-12 receptor agonists, primary screen, cell-based, luminescence, HEK293, GAL4 fusion, UAS-luciferase; actives 1.8% (n = 370,000); HEK293 GAL4-hgDAF12 UAS-luciferase reporter, agonist luminescence; normalized to butyrate control; Nuclear hormone receptor DAF-12 (Heterodera glycines), GAL4 fusion; activation, % at 6.8 µM;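 active means activation above a cutoff set at the mean of all screened compounds plus 3 SD, cut at about 10% in these data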;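 further: 0% = DMSO wells and 100% = sodium butyrate wells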
ssDAF-12 act – S. stercoralis DAF-12 nuclear receptor activators, primary screen, cell-based, luminescence, HEK293, GRIP1 co-expression, lit1-tk-luc. Nuclear hormone receptor DAF-12 (Strongyloides stercoralis). HEK293 ssDAF-12/GRIP1 lit1-tk-luc reporter; % of 3 µM dafachronic acid response. activation, % at 6.8 µM. actives 1% (n = 370,000). AID 652126, 2013;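 active means activation above the mean over all tested compounds plus 3 SD, cut at about 0.9% in these data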;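 further: 0% = DMSO-only wells and 100% = 3 µM delta7-dafachronic acid wells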
PG9 binder – binders of HIV-1 gp120 antibody PG9, primary screen, biochemical, TR-FRET | actives 0.43% (n = 360,000) | AID 624416, 2012 | inhibition, % at 6.7 µM | HIV-1 gp120 / PG9 antibody interaction | TR-FRET gp120-PG9 antibody binding; in the data active means inhibition above about 8.5%
hcDAF12 agonist – H. contortus DAF-12 nuclear receptor activators, primary screen, cell-based, luminescence, HEK293, lit1-tk-luc reporter; HEK293 hcDAF-12 lit1-tk-luc reporter; 0% DMSO, 100% Δ7-dafachronic acid; activation, % at 6.8 µM; actives 1.4% (n = 370,000); AID 652067, 2013;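 active means activation above the mean of all tested compounds plus 3 SD, cut at about 5.5% in these data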;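 further: 100% = response to 3 µM Δ7-dafachronic acid high control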
An asterisk follows results filed as active; / = not tested or not shown; & = joins results of further samples. Compounds were not picked by outcome; overall some 7% were active at least once.

SMILES	DAX1 inh-1	DAX1 inh-2	Rev-erbA mod	FXN GAA850 act	SMARCA2 activ	HGIII-sPLA2 inh	PLC-beta3 inh	hgDAF-12 ag	ssDAF-12 act	PG9 binder	hcDAF12 agonist
Cc1cc(C)n(-c2ccc(Cl)c(C(=O)O)n2)n1	-1.0	-0.1	-4	-0.1	1	8	-1	-0.1	-1.2	-0.3	-0.8
O=C(CCCC(=O)N1CCN(c2ccccc2F)CC1)c1ccccc1	1.6	17*	2	3.8	4	-3	1	8.3	-0.2	-0.5	0.3
N#Cc1c(N2CCCCC2)nc(N2CCCCC2)c2c1CCN(Cc1ccccc1)C2	-1.1	-0.8	0	1.7	-1	-37	-127	-1.9	-1.3	-0.4	0.6
COc1ccc(CN2CCN(C(=O)c3ccc(-c4ccccc4)cc3)CC2)c(OC)c1OC	-0.6	0.5	4	-0.8	3	0	1	-6.0	-1.4	-2.8	-1.8
CCN=C1SC(CC(=O)NC(N)=O)C(=O)N1CC (centres undefined)	-0.8	-1.0	-2	-0.2	-1	1	4	-1.1	-0.6	0.2	-0.9
CCOc1ccc(S(=O)(=O)N2CCN(Cc3ccc4c(c3)OCO4)CC2)cc1C	-0.1	3.2	-1	-1.4	3	2	-2	0.4	-0.8	-3.1	-1.6
Cc1ccc(S(=O)(=O)Nc2ccc(C(=O)Nc3cc(C)on3)cc2)cc1	0.3	-0.2	7	4.6	-2	-12	-1	-0.7	-1.4	2.3	2.4
Cc1cccc2cc3cccc(C)c3nc12	-0.1	1.2	-1	1.3	-1	1	-4	-1.3	-1.1	-1.4	-0.5
CCOc1ccccc1N(CC(=O)NC(C)(C)C)C(=O)CCC(=O)Nc1nccs1	0.2	-0.6	4	-1.6	-3	9	-8	0.1	-1.5	0.0	-1.5
Cc1ccc2nc(-c3cccc(S(=O)(=O)N4CCCC4)c3)cn2c1	-0.7	-0.6	1	3.6	0	4	-63	2.3	-0.9	-0.1	-1.4
NC(=O)[C@@H]1CC2(CC(c3cccc(NC(=O)CC(c4ccccc4)c4ccccc4)c3)=NO2)CN1C(=O)[C@@H]1CCC(=O)N1 (some centres undefined)	0.1	1.4	2	0.2	0	-8	4	-1.2	-0.9	0.1	-1.1
CCOC(=O)c1[nH]cnc1C(=O)Nc1ccccc1OC	-1.3	-1.1	-4	1.2	-3	-11	-8	-1.1	-1.1	-1.2	-1.6
CC1CCN(CC(=O)NC2CCCCC2)CC1	0.3	4.3*	0	2.5	-1	0	-1	-0.6	0.0	-0.3	-1.2
Cn1nc(OCCOc2ccccc2)ccc1=O	-0.2	-0.5	3	-0.6	-1	-1	2	0.3	-1.1	-0.3	-1.2
O=C(/C=C/c1ccncc1)c1cc(Cl)ccc1O	-0.2	0.8	-5	0.3	1	-20	-27	2.2	-0.7	-0.5	-0.5
O=C(N[C@H](Cc1ccc(Cl)cc1)C(=O)O)OCC1c2ccccc2-c2ccccc21	0.3	2.4	-6	0.8	0	-7	-4	0.8	-1.2	-0.1	-0.3
CCN1C(=O)C(CC(=O)Nc2ccc(OC)cc2)N(CCCN2CCN(c3ccc(OC)cc3)CC2)C1=S (centres undefined)	0.9	0.2	-1	-2.3	1	-27	-5	-0.7	-1.5	-1.7	0.1
CCCN(Cc1cc2cc(C)ccc2[nH]c1=O)C(=O)c1ccccn1	-0.1	1.8	4	0.6	0	0	-2	0.3	-1.0	0.9	0.3
CCCn1c(NC(=S)Nc2ccccc2)nc2ccccc21	-0.2	0.4	4	3.9	-1	37*	-17	-0.9	-0.7	2.5	3.5
O=c1c2ccccc2nnn1CSc1nnc(-c2cccc(S(=O)(=O)N3CCCCC3)c2)o1	-0.9	-1.0	1	1.2	-1	-15	-2	-3.5	-1.1	0.3	-3.0
CC(C)N(C(=O)N1CCC(c2nc(-c3ccncc3)no2)CC1)C(C)C	-0.6	-2.2	1	-2.8	-5	5	0	-0.4	-1.4	-0.4	-1.9
CC(NC(=O)CCc1c[nH]c2ccccc12)c1ccccc1 (centres undefined)	0.1	0.3	2	0.6	0	-27	-4	0.4	-1.4	0.3	0.6
Cc1ccnc(NC(=O)CCC(=O)N(CC(=O)NCc2ccc(F)cc2)c2cccc(F)c2)c1	-0.2	-0.4	-1	1.7	-1	3	1	1.5	-1.2	1.1	0.0
Cc1ccc(Cl)cc1-c1cc(C(=O)NCc2ccc(C(F)(F)F)cc2)[nH]n1	-0.5	/	-2	-2.5	-4	-5	-1	-1.1	-1.5	2.1	-0.1
CN(CC(=O)Nc1ccc(Cl)cc1)C(=O)CNC(=O)c1ccc2ccccc2c1	3.0	1.6	-5	3.6	4	-27	-10	12*	-0.6	-0.2	6.2*
N#CCCn1nc(Cc2cccc3ccccc23)c(C#N)c1N	-0.2	1.4	2	1.1	0	-5	-1	-1.4	-1.0	0.3	-0.5
CCOc1cc(OCC)cc(C(=O)NC(=S)Nc2cccc(C(F)(F)F)c2)c1	-1.0	1.4	1	-0.4	-1	8	9	-0.1	-1.4	-2.3	-0.1
COCCCNC(=O)C[C@@H]1C[C@@]2(C(=O)OC)CCCCC=C2N(Cc2ccc3c(c2)OCO3)C1=O	1.9	/	0	/	-4	-6	1	0.5	-1.3	-0.3	-1.4
O=C(CN1CCN(c2ccccc2)CC1)Nc1scc2c1c(=O)oc1ccccc12	0.9	4.7*	7	1.0	0	-5	-7	-0.4	0.4	-1.4	-0.3
COc1ccc(S(=O)(=O)N(C)C[C@H]2Oc3ccc(NC(=O)c4ccncc4)cc3C(=O)N([C@H](C)CO)C[C@@H]2C)cc1	0.9	-0.6	-5	-2.5	2	-8	4	-0.7	2.6*	-0.8	-1.2
COc1ccc(CN(C)CC(O)COC(c2ccc(OC)cc2)c2ccc(OC)cc2)cc1 (centres undefined)	-0.2	1.0	4	-3.0	0	-5	-7	-0.5	-1.4	0.0	-0.9
NC1=NN=C(c2ccc3c(c2)OCCO3)CS1	4.5*	-1.2	-4	1.4	1	-3	-10	13*	-1.1	0.9	2.6
COc1ccc(CNC(=O)C2CCCN(c3nccc(C)n3)C2)cc1 (centres undefined)	-0.7	2.1	-1	0.9	0	6	-12	-2.5	-0.8	0.3	-1.6
CC(=O)Nc1ccc(S(=O)(=O)Nc2nc3ccccc3nc2Nc2cccc(S(N)(=O)=O)c2)cc1	0.2	1.3	-3	2.7	-3	-24	-81	-1.8	-1.3	-2.7	-2.8
CCn1c(C)nc2cc(C(=O)NNC(=O)CN(C)S(=O)(=O)c3ccc(NC(C)=O)cc3)ccc21	-0.4	0.2	4	-0.3	-2	-1	-6	2.4	-1.3	-3.0	1.2
CC1CC(C)(C)NC(=S)N1CC(=O)NCc1ccccc1Cl (centres undefined)	-0.4	0.6	10	0.9	0	30*	-4	1.2	-0.9	-0.5	-0.2
CC1Cc2ccccc2N1C(=O)CSc1nnc2c(n1)[nH]c1ccc(F)cc12 (centres undefined)	0.3	0.7	1	-0.9	0	-2	1	4.0	-0.6	-0.2	-0.3
COc1ccc(S(=O)(=O)Cc2ccc(C(=O)NCc3ccccc3)o2)cc1	-2.1	0.6	-6	-1.5	0	0	-2	-0.3	-1.4	-2.0	-1.2
COc1ccccc1C1C2=C(CC(C)(C)CC2=O)Nc2nnnn21 (centres undefined)	-0.4	-0.4	0	2.7	2	1	-1	3.4	0.1	-2.9	1.0
CCCN(C)C1CN(Cc2cn(Cc3ccc(Cl)cc3)nn2)S(=O)(=O)C1 (centres undefined)	-0.8	/	-4	/	0	0	2	-2.4	0.8	2.1	0.5
CN(C)S(=O)(=O)c1ccc(N2CCCC2)c(C(=O)NC2CCCCC2)c1	-0.6	-0.2	-3	0.8	-1	-3	0	1.1	-1.3	-3.0	-0.5
CN(C)CCCNc1cc(O)c2ncccc2c1	-1.1	0.1	-4	-2.0	-1	-5	-64	-6.4	-0.3	-4.8	-0.4
COc1ccc(OCc2nnc(SCC(=O)NNC(=O)c3ccc(C)cc3)n2C)cc1	0.3	2.0	0	0.4	3	0	1	2.0	-0.8	-1.7	-2.4
CC(C)Oc1ccc(Cn2c(-c3ccco3)n[nH]c2=S)cc1	-1.1	0.8	5	2.6	2	5	-5	-0.2	-1.3	0.4	-1.2
CCNC(=S)Nc1ccc(OCc2nc3ccccc3s2)cc1	0.8	3.6	1	1.2	4	3	-5	9.6	1.2*	0.4	7.8*
CC(=O)OC(C(=O)N1CCN(c2ccc(F)cc2)CC1)c1ccccc1 (centres undefined)	-0.7	-1.2	4	0.2	-4	0	-2	-2.6	-1.3	0.1	-1.3
CSc1nnc(NC(=O)c2cc(=O)c3cc(C)cc(C)c3o2)s1	0.3	3.6	8	-0.4	-2	-2	-7	-0.1	-1.7	0.5	-1.8
N#Cc1ccc(C23CC4(C2)[C@H](CN(Cc2cccnc2)[C@@H]4c2ccccc2)C3c2ccccc2)cc1 (some centres undefined)	-1.2	-0.1	23*	0.3	-1	-2	1	-1.8	-1.5	-0.3	-3.0
Cc1cccc(NC(=O)CNC(=O)[C@H](CCc2ccccc2)NC(=O)[C@H]2O[C@@H](n3cnc4c(N)ncnc43)[C@H](O)[C@@H]2O)c1C	0.6	/	1	/	-1	7	0	-0.6	-1.2	1.0	0.3
S=C(Nc1ccccc1)OC1CCC12CCC(c1ccccc1)CC2 (centres undefined)	-1.3&0.6	/	4&4	/	-2&-1	3&9	-1&1	-2.4&-1.6	-0.8&-0.2	/	-0.6&0.4

Molecules shown so far that contain a furan ring, fused or not, in the order listed:
SMILES	DAX1 inh-1	DAX1 inh-2	Rev-erbA mod	FXN GAA850 act	SMARCA2 activ	HGIII-sPLA2 inh	PLC-beta3 inh	hgDAF-12 ag	ssDAF-12 act	PG9 binder	hcDAF12 agonist
COc1ccc(S(=O)(=O)Cc2ccc(C(=O)NCc3ccccc3)o2)cc1	-2.1	0.6	-6	-1.5	0	0	-2	-0.3	-1.4	-2.0	-1.2
CC(C)Oc1ccc(Cn2c(-c3ccco3)n[nH]c2=S)cc1	-1.1	0.8	5	2.6	2	5	-5	-0.2	-1.3	0.4	-1.2
